Bim-Mcl-1: disrupts Bim peptide binding to human Mcl-1 | Q07820 | Bead-based flow cytometry, Bim peptide-Mcl-1 binding | inhibition, % at 10 µM | 0.1% of 190,000 active | AID 1009; in the data active means inhibition above about 40%;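 further: 0% = no compound tracer wells and 100% = peptide blocker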
Target sequence (Q07820 whole entry, looked up): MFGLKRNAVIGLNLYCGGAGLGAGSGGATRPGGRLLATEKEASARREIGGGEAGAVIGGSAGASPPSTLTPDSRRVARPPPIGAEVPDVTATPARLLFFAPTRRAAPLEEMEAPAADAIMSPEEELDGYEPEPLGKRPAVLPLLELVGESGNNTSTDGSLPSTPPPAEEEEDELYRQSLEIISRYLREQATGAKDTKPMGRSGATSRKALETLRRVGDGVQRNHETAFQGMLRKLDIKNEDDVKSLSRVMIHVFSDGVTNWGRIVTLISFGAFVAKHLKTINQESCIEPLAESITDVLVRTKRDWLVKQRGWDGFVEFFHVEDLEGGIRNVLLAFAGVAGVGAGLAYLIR
Rac1 act GTP bind: alters GTP binding to activated mutant human Rac1. GST-Rac1 activated beads, fluorescent GTP binding, flow cytometry; actives lie on both sides; 100% means binding = to untreated wells. 0.11% of 190,000 active. percent activity (GTP binding), % at 10 µM;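 active means GTP binding at least 20 percentage points away from the 100% baseline, in either direction, so actives lie on both sides; inconclusive means Compound likely fluorescent itself, or too few beads counted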
HRas wt GTP: changes GTP binding to wildtype human HRas; P01112; GST-Ras wt beads, Bodipy-FL-GTP binding, flow cytometry; actives lie on both sides; GTP binding activity, % at 10 µM; 0.14% of 190,000 active;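 active means GTP binding activity at least 20% away from the 100% baseline, either lowered as inhibitor or raised as activator; inconclusive means flagged as likely green fluorescent, judged across all proteins in the well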;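 further: 0% = unlabeled GTP competition control and 100% = no-compound control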
Mcl1-Noxa inh: disrupts binding of human Mcl-1 to Noxa peptide; TR-FRET Mcl-1/Noxa peptide binding, 2 h; AID 1022; inhibition, % at 21.7 µM; Q07820; 1.5% of 220,000 active;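 active means compounds that cut the protein-peptide binding signal by more than 50% relative to plate controls in a single-dose test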;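 further: His-tagged Mcl-1 with rhodamine Noxa BH3 peptide and terbium anti-His antibody; 0% = Mcl-1 plus Noxa peptide wells and 100% = peptide-only wells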
Rab7 wt modul: modulators of GTP binding to dog Rab7 wildtype GTPase | 0.055% of 190,000 active | GTP binding activity (percent of control), % at 10 µM | GST-Rab7 beads, fluorescent GTP binding, flow cytometry; actives lie on both sides; untreated = 100%, excess cold GTP = 0%;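 active means fluorescent GTP binding to Rab7 beads changed by at least 20 points from the 100% baseline, either direction, mostly lower; inconclusive means compound itself probably fluorescent, or too few beads counted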;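 further: median green fluorescence of bound Bodipy-FL-GTP per Rab7 bead population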
Pf gamet viab: P. falciparum stage V gametocyte viability inhibition. P. falciparum stage V gametocytes, ATP luminescence, 24 h. inhibition, % at 10.9 µM. 0.065% of 150,000 active;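 active means inhibition above the mean plus 3 SD of compounds within the control limits, set per campaign, cut at about 38% in these data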;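 further: 0% = DMSO wells and 100% = medium only without gametocytes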
Cdc42 wt GTP: modulators (inhibitors or activators) of GTP binding to human Cdc42 wildtype. P60953. percent activity (GTP binding), % at 10 µM. GST-Cdc42 beads, Bodipy-GTP binding, flow cytometry; actives lie on both sides. 0.2% of 190,000 active;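 active means percent activity GTP binding at least 20 points away from the 100% baseline, either down as inhibitor or up as activator; inconclusive means compound flagged as likely green fluorescent from well-wide comparison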;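 further: median bead fluorescence of bound Bodipy-FL-GTP at 100 nM; 0% = excess unlabeled GTP control and 100% = no compound control; below 100% means less GTP binding so inhibitor and above means activator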
Target sequence (P60953 whole entry, looked up): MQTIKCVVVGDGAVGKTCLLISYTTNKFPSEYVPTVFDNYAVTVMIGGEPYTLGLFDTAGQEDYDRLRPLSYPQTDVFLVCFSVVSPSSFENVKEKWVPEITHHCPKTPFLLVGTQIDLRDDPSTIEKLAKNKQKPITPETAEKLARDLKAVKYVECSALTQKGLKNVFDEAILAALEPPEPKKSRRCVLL
Mcl1-Bid inh: Mcl-1/Bid interaction inhibition; TR-FRET Mcl-1/Bid-Dy647 peptide binding, 1536-well; 0.97% of 220,000 active; Q07820; inhibition, % at 21.7 µM; AID 1021;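 active means compounds that cut the binding signal by more than half at the single screening dose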;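 further: His-tagged Mcl-1 with europium anti-His antibody binding Bid BH3 peptide; 0% = Mcl-1 plus peptide wells and 100% = peptide-only wells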
RGS8-Gao reg: human RGS8-Galphao interaction regulation | response (percent of control binding), % at 10 µM | 0.34% of 220,000 active | multiplexed bead flow cytometry, RGS8-Galphao binding; actives lie on both sides | AID 1423 | P09471; in the data active means response below about 60% or above about 140%; inactive means in between;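 further: Galphao activated as the GDP aluminium fluoride complex binding bead-coupled RGS8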
Target sequence (P09471 whole entry, looked up): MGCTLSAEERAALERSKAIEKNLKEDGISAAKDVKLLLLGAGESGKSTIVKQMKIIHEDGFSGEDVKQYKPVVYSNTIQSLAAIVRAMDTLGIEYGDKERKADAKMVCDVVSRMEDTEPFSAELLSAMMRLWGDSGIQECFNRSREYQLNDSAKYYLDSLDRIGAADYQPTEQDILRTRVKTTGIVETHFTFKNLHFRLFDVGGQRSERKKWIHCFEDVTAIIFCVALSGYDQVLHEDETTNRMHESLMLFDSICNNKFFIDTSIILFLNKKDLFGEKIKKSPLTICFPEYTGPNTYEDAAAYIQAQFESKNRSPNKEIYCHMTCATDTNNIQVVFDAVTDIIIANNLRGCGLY
Rab2 wt GTP: changes GTP binding to wildtype dog Rab2A, up or down; P61105; AID 760; GST-Rab2 wt beads, Bodipy-GTP binding, flow cytometry; 0.19% of 190,000 active; GTP binding activity, % at 10 µM;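 active means GTP binding activity at least 20 points away from 100%, either lowered or raised; inconclusive means signal likely due to the compound's own green fluorescence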;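 further: 0% = beads with excess unlabeled GTP and 100% = no-compound control corrected for plate trend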
Rac1 wt modul: human Rac1 wildtype GTP binding, inhibitors and activators | 0.27% of 190,000 active | AID 757 | GST-Rac1 beads, fluorescent GTP binding, flow cytometry; actives lie on both sides; 0 = cold GTP competed, 100 = untreated | P63000 | GTP binding activity (% of control), % at 10 µM;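 active means GTP binding activity at least 20 points away from the 100% control level, either lower or higher; inconclusive means compound flagged as likely green fluorescent, judged across all proteins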
* marks the source's active call; other numbers are inactive results; u = inconclusive; x = not tested or not shown.

SMILES	Bim-Mcl-1	Rac1 act GTP bind	HRas wt GTP	Mcl1-Noxa inh	Rab7 wt modul	Pf gamet viab	Cdc42 wt GTP	Mcl1-Bid inh	RGS8-Gao reg	Rab2 wt GTP	Rac1 wt modul
CC(=O)c1ccc(NC(=O)Cn2nc(C)c([N+](=O)[O-])c2C)cc1	4	97	98	-2	93	0	96	-6	100	95	99
CCCCCCC1CC(=O)NC(=S)N1 (stereo unspecified)	-1	95	98	6	98	x	101	-18	81	98	102
Cc1ccc2[nH]c(=O)c3cc(C(=O)N4CCN(C(=O)c5ccco5)CC4)sc3c2c1	1	98	102	41	103	x	101	-5	89	100	103
c1ccc(CNc2nc(N3CCOCC3)nc(N3CCOCC3)n2)cc1	0	98	102	6	102	x	101	-5	102	99	104
CSCCC(NC(=O)c1occc1C)C(=O)O (stereo unspecified)	-3	101	101	6	99	x	104	8	99	101	107
CC(=O)c1sc(NC(=O)C2(F)C(F)(F)C(F)(F)C(F)(F)C(F)(F)C2(F)F)nc1C	1	94	96	35	97	-18	95	0	102	95	94
COCCNC(=O)C(c1ccc(C)o1)N(C(=O)c1snc(C(N)=O)c1N)c1ccc(C)cc1 (stereo unspecified)	2	99	99	6	99	x	100	-10	101	99	104
CN1CC(=O)N(CC(=O)Nc2ccc(Br)cc2F)C1=O	0	96	98	0	98	-15	96	-25	95	97	97
Cc1ccc(NC(=S)N(CCCN(C)C)Cc2cc3cc4c(cc3[nH]c2=O)OCO4)cc1	-1	100	100	19	106	21	99	-20	102	101	105
CCOC(=O)CSc1n[nH]c(NC(=O)c2ccc(F)cc2)n1	1	100	103	-3	101	x	103	-17	97	100	103
CC(C(=O)OCC(=O)c1cccc([N+](=O)[O-])c1)N1C(=O)C2C3CCC(C3)C2C1=O (stereo unspecified)	-3	100	101	7	98	14	104	-12	99	100	104
N#Cc1ccc(NCC(=O)Nc2ccc3c(c2)OCCO3)cc1	-1	93	95	-4	96	-13	92	-15	99	93	94
CCCCOc1ccc(Br)cc1CSC(=N)N	17	103	102	25	103	8	103	-22	105	103	103
Cc1ccc(C(=O)N/N=C\c2ccc[nH]2)cc1[N+](=O)[O-]	0	101	100	-7	100	x	99	-42	102	100	97
O=C(COC(=O)c1ccc(Cl)c(S(=O)(=O)NCc2ccccc2)c1)NCC1CCCO1 (stereo unspecified)	0	93	98	18	102	8	97	-35	104	97	95
Cc1cccc(NC(=S)NCc2cccs2)c1	-2	94	94	4	102	8	96	-32	100	97	97
CC(C)(C)NC(=O)COC(=O)c1cc(Br)ccc1Cl	-7	102	102	-15	99	20	107	4	99	99	107
Cc1cccc(S(=O)(=O)Nc2nc3ccccc3nc2Nc2ccc3c(c2)OCO3)c1	1	94	95	45	96	21	95	-57	98	93	98
CN(C)CCCNC(=S)NCc1ccc(Cl)cc1	-1	100	102	-5	102	15	106	-56	102	102	107
COc1ccc2ccccc2c1CN1CCN(C)CC1	7	94	97	40	96	-18	99	23	106	97	96
Cc1ccc(S(=O)(=O)N2CCC(C(=O)OC(C)C(=O)NCc3ccc4c(c3)OCO4)CC2)cc1 (stereo unspecified)	-1	98	102	5	102	-16	99	-37	101	99	101
CSCCC(NS(=O)(=O)c1ccc2ccccc2c1)C(=O)OCC(=O)c1ccc(C(C)C)cc1 (stereo unspecified)	-2	97	97	10	101	x	98	-34	72	99	105
CCSc1nnc(NC(=O)COc2ccc3ccccc3c2)s1	-3	98	100	-15	101	x	101	-7	115	100	100
C=CCN(C(=O)CNC(=O)c1cccs1)C(C(=O)NC1CCCCC1)c1cccnc1 (stereo unspecified)	5	93	96	13	99	2	91	9	96	95	95
Cn1c(-c2ccc(Cl)cc2)cnc1N	-2	101	98	-52	103	-8	101	-101	120	99	101
O=C(CSc1nnc2c(Cl)cc(Cl)cn12)N1CCN(S(=O)(=O)c2ccccc2)CC1	-2	100	101	2	105	4	103	-35	99	103	107
Cn1c2c(c(=O)n(C)c1=O)C1c3cc(Cl)ccc3OCC1CO2 (stereo unspecified)	0	100	102	2	102	x	101	96*	102	99	103
COc1ccc(-n2c(-c3ccccc3)nnc2-c2ccc(Cl)cc2)cc1	-5	100	104	-12	107	x	103	-12	99	103	108
Cc1ccccc1CCN(C(=O)Cn1nnc2ccccc21)C(C(=O)NC(C)(C)C)c1ccsc1 (stereo unspecified)	-6	95	99	11	97	-16	98	-9	100	98	97
CCN(C(=O)COC(=O)c1ccc(S(=O)(=O)N2CCCc3ccccc32)cc1)C1CCS(=O)(=O)C1 (stereo unspecified)	-2	97	97	15	94	-18	96	-5	104	96	98
O=C(CNC(=O)c1ccncc1)N/N=C/c1ccccc1[N+](=O)[O-]	0	94	96	11	99	3	96	-3	100	95	100
COc1ccc(S(=O)(=O)N2CCOCC2)cc1NC(=O)CN1CCC(Cc2ccccc2)CC1	0	97	98	10	99	-11	99	0	103	95	103
COC(=O)c1ccc(C(=O)OC)c(NC(=O)CSc2ccccn2)c1	0	98	97	2	96	6	101	-10	100	98	98
CC(=O)NC1(c2nnnn2CCOC(=O)Nc2ccc(Cl)cc2)CCCCC1	-5	102	102	14	100	2	107	-4	102	106	111
COc1cccc(C2C3=C(N=C4SCC(=O)N42)c2ccccc2CC3)c1OC (stereo unspecified)	-3	98	100	-1	100	x	100	-33	102	99	101
Cc1cc(NCCCn2ccnc2)n2c(nc3ccccc32)c1C#N	-2	96	92	24	97	-121	95	-14	115	97	94
COc1ccc(N2C(=O)C3CCCN3C2c2ccccc2OC)cc1 (stereo unspecified)	0	101	103	19	101	x	105	0	98	101	109
CC(=O)Nc1ccccc1C(=O)C(=O)Nc1ccc(C)c(C)c1	-1	99	99	24	98	2	104	-3	127	99	105
COc1ccc(OC)c(NC(=O)CC2SC(=NCc3ccccc3)NC2=O)c1 (stereo unspecified)	-3	94	92	1	88	-15	94	-19	102	92	96
Cc1ccc(-n2[nH]c(C)c(/C=N/n3c(C)nc4ccccc4c3=O)c2=O)cc1	-3	97	100	-17	99	x	101	-13	101	97	104
CCCn1c(N)c(Br)c(=O)[nH]c1=O	-15	100	101	3	101	-8	102	-7	99	100	103
CCNC(=O)CC1C(=O)N(c2ccc(F)cc2)C(=O)N1CCC(C)C (stereo unspecified)	-4	100	101	6	101	x	104	-13	91	102	105
CC(C)CNC(=O)C1C2C=CC(C2)C1C(=O)O (stereo unspecified)	3	100	104	1	103	10	105	-38	102	100	105
Cc1ccc(S(=O)(=O)N(C)c2ccc(OCC(=O)Nc3nc4c(ccc5ccccc54)s3)cc2)cc1	-6	101	102	2	102	-5	100	-23	95	102	100
CN(C)CCCNC(=O)C1CCNCC1	-5	100	99	8	104	21	104	-8	102	102	106
CN(C)S(=O)(=O)c1cccc(NC(=O)c2ccncc2)c1	-3	94	98	23	99	1	100	-17	87	100	104
CC1CN(C2CCN(S(=O)(=O)c3ccc4ccccc4c3)CC2)CC(C)O1 (stereo unspecified)	-1	98	101	14	102	-26	102	-2	96	101	103
Cc1onc(-c2c(F)cccc2Cl)c1C(=O)N1C=CC(C(F)(F)Cl)=NCC1	0	98	98	10	97	-6	99	7	103	97	103

Full records as entered above:
Listed for CC1CN(C2CCN(S(=O)(=O)c3ccc4ccccc4c3)CC2)CC(C)O1 (stereo unspecified) = Bim-Mcl-1 = -1; Rac1 act GTP bind = 98; HRas wt GTP = 101; Mcl1-Noxa inh = 14; Rab7 wt modul = 102; Pf gamet viab = -26; Cdc42 wt GTP = 102; Mcl1-Bid inh = -2; RGS8-Gao reg = 96; Rab2 wt GTP = 101; Rac1 wt modul = 103
Listed for Cc1onc(-c2c(F)cccc2Cl)c1C(=O)N1C=CC(C(F)(F)Cl)=NCC1 = Bim-Mcl-1 = 0; Rac1 act GTP bind = 98; HRas wt GTP = 98; Mcl1-Noxa inh = 10; Rab7 wt modul = 97; Pf gamet viab = -6; Cdc42 wt GTP = 99; Mcl1-Bid inh = 7; RGS8-Gao reg = 103; Rab2 wt GTP = 97; Rac1 wt modul = 103

Going on with the list:
SMILES	Bim-Mcl-1	Rac1 act GTP bind	HRas wt GTP	Mcl1-Noxa inh	Rab7 wt modul	Pf gamet viab	Cdc42 wt GTP	Mcl1-Bid inh	RGS8-Gao reg	Rab2 wt GTP	Rac1 wt modul
Cc1c(Cl)cccc1NC(=O)CC1SCCNC1=O (stereo unspecified)	-3	u	u	9	u	-31	u	7	100	u	u
Cc1ccc(NC(=O)N2CCCC2C(=O)NCCc2ccccc2)cc1 (stereo unspecified)	0	100	100	11	102	x	103	-25	100	99	107
O=C(Nc1ccc(N2CCOCC2)cc1)c1cccc(S(=O)(=O)N2CCCCC2)c1	0	96	97	25	94	9	97	-27	103	95	97
COC(=O)c1cnn2c(C)c(Cc3cccc(F)c3)c(C)nc12	-4	98	101	-4	100	x	100	2	98	100	102
CCN(C(=O)COC(=O)CNC(=O)c1ccc(C)c(C)c1)C1CCS(=O)(=O)C1 (stereo unspecified)	-4	102	102	14	97	3	104	-5	106	101	105

Random draw from the library (roughly 2.9% active in at least one column).
